Compound activity as filed in PubChem.
TAG inh: inhibitors of triacylglycerol accumulation | H9c2 cells, Nile Red lipid (TAG) fluorescence; cells loaded with 200 µM oleic acid | actives 0.66% (n = 230,000) | inhibition, % at 12.5 µM | AID 651582;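 active = pattern-corrected inhibition of lipid staining of at least 50% with the nuclear-stain viability signal not falling by more than 50%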;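 note: 0% = DMSO wells and 100% = triacsin C control wells; some results filed as inactive read as strong as hits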
TAG inh DAPI viability: second read-out of TAG inh, no call of its own (marks repeat the call); DAPI nuclei signal change (viability), lower = more cytotoxic, %;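 whole-well DAPI fluorescence read on a plate reader as a viability signal; minus 50 percent equals half of cells still viable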
Active calls of the source: *.

SMILES	TAG inh	TAG inh DAPI viability
CCN1C[C@@H]2[C@@H]3C(=O)N(C)C(=O)[C@@H]3[C@](Cc3ccccc3)(C1=O)N2C(=O)c1ccc(Cl)cc1	-2	2
Cc1cc(C)cc(N(CCC#N)C(=O)COC(=O)CCc2c[nH]c3ccccc23)c1	25	-7
CC(=O)Nc1ccc(C(=O)N2CCCCC2c2cc(C(=O)NC(C)C)no2)cc1 (configuration not stated)	-5	-2
COc1ccc(C2C(C(=O)NCCN(C)C)c3cc(OC)c(OC)cc3C(=O)N2C)cc1OC (configuration not stated)	-8	15
CC1=C(C(=O)N(C)C)C(c2cccc(Cl)c2)NC(=O)N1 (configuration not stated)	-17	3
CCN1CCN(c2ccc([N+](=O)[O-])cc2S(=O)(=O)N2CCOCC2)CC1	-9	7
CC(/C=C/c1ccco1)=N/NC(=O)C1COc2ccccc2O1 (configuration not stated)	11	-6
COC(=O)C1N[C@@H]([C@@H](NC(=O)COc2ccccc2)C(=O)NCc2ccccc2)SC1(C)C (some centres not stated)	23	-10
CCCCCCC(=O)Nc1nc(C)c(-c2csc(Nc3cc(Cl)ccc3C)n2)s1	18	0
CN(CC(=O)Nc1c(Cl)cccc1Cl)C(=O)CC1Sc2ccccc2NC1=O (configuration not stated)	15	-9
O=C(O)CCC(=O)NN1C(=O)c2ccccc2NC1c1ccc(F)cc1 (configuration not stated)	-10	18
CCNC(=O)CCS(=O)(=O)c1ccc2ccccc2c1	-2	-3
N#Cc1c2n(c(=S)n(-c3ccc(OC(F)F)cc3)c1=O)CCCCC2	6	-12
CCCc1nc2ccccc2c(C(=O)OCC(=O)NCc2ccco2)c1CC	5	5
COC(=O)c1ccc(NC(=O)CN2C(=O)CCC2=O)cc1	-8	3
CCOC(=O)N1CCC(NS(=O)(=O)c2cc3c(cc2Cl)NC(=O)CO3)CC1	-1	-4
COc1ccc(CN(C)C(=O)C(CCSC)NS(=O)(=O)c2ccc3c(c2)OCCO3)c(OC)c1OC (configuration not stated)	-8	1
CN(C)S(=O)(=O)c1cccc(NC(=O)COC(=O)COc2ccc(Br)cc2)c1	-7	-1
CCC(=O)c1ccc(OCC(=O)Nc2nn3cnnc3s2)cc1	8	-18
O=[N+]([O-])c1cc(S(=O)(=O)N2CCOCC2)ccc1OCc1cccc(Cl)c1	-9	0
CCOC(=O)CC1C(=O)NCCN1S(=O)(=O)c1ccc(F)cc1 (configuration not stated)	-17	3
Cc1ccc(S(=O)(=O)N2CCOCC2)cc1C(=O)N1CCN(S(=O)(=O)c2cccs2)CC1	-5	13
CCCCCCN1C[C@@H](n2cc(-c3ccc(F)cc3)nn2)[C@H](O)C[C@@H]1c1ccccc1	-8	-8
CCc1nc(N2CCN(C(=O)c3ccco3)CC2)c2c3c(sc2n1)CCCC3	-6	23
COC(=O)C1(Cc2ccccc2)NC(c2ccc(F)cc2)C2C(=O)N(C)C(=O)C21 (configuration not stated)	-14	9
The results go on:
SMILES	TAG inh	TAG inh DAPI viability
Cc1cccc2nc(C(F)(F)F)nc(=O)n12	4	2
C[C@@H]1CN(S(=O)C(C)(C)C)[C@@H](CCO)/C1=C\CCO (some centres not stated)	1	2
Cc1ccc(-n2ncc3c(=O)[nH]c(SC(C)C)nc32)cc1	-3	0
CCCCN(CCCC)S(=O)(=O)c1ccc(C(=O)Nc2nnc(CSC)o2)cc1	-4	-16
CCOC(=O)NC(C(F)(F)F)(C(F)(F)F)P(=O)(c1ccccc1)c1ccccc1	0	8
CN1CCc2c(sc3c2c(=O)n(-c2ccc(Cl)cc2)c2nncn32)C1	16	5
COC(=O)c1ccc(N2CCN(C)CC2)c(NC(=O)c2cccnc2)c1	9	-4
C[C@H]1CN([C@@H](C)CO)C(=O)c2cccc(NC(=O)Nc3ccc(F)cc3)c2O[C@@H]1CN(C)Cc1ccc(C(=O)O)cc1	5	-1
CN(C(=O)Nc1ccc(Cl)cc1Cl)C1CCCC1	17	2
Nc1nc(SCC(=O)Nc2ccc([N+](=O)[O-])cc2)[nH]c(=O)c1NC(=O)c1ccc(Br)cc1	-9	0
CCOCCCNC(=O)C(c1ccccc1)N(Cc1ccc2c(c1)OCO2)C(=O)c1ccccc1O (configuration not stated)	28	-7
CC(OC(=O)CCN=C1NS(=O)(=O)c2ccccc21)C(=O)Nc1ccccc1F (configuration not stated)	14	1
Cc1c(NC(=O)c2cc3c(=O)n4ccccc4nc3s2)c(=O)n(-c2ccccc2)n1C	-2	4
CC(C)C[C@@H](CNCC(=O)[C@H](CC(C)C)NC(=O)c1[nH]cnc1C(=O)N[C@H](CN)CC(C)C)NC(=O)c1nc[nH]c1C(=O)N[C@@H](CC(=O)O)C(=O)O	-14	8
COC(=O)CS(=O)(=O)c1cc(Br)cc2c1N(C(C)=O)CC2	6	0
COc1ccc(C)c2sc(=NC(=O)c3ccccc3)n(C)c12	-10	31
C[C@H](CO)N1C[C@H](C)[C@@H](CN(C)C(=O)Nc2ccc(C(F)(F)F)cc2)Oc2ccc(NS(=O)(=O)c3cccs3)cc2C1=O	-8	-1
CCN(CC)C(=O)C1CCCN(c2ccc([N+](=O)[O-])cc2)C1 (configuration not stated)	-49	-3
CC(=O)Oc1ccc(C2(C)CC(C)(C)NC(=S)N2C)c(OC(C)=O)c1 (configuration not stated)	-11	6
O=C(Nc1ccc([N+](=O)[O-])cc1)c1cccc([N+](=O)[O-])c1	10	-7
CC(C)(C)n1nc2c(c1NC(=O)C1CC(=O)N(c3ccc(Cl)cc3)C1)CS(=O)(=O)C2 (configuration not stated)	-2	2
CCOC(=O)c1[nH]c(C)c(C(=O)OCC(=O)N2CCCCC2C)c1C (configuration not stated)	-6	-12
Cc1cccn2cc(CCNS(=O)(=O)c3ccc4c(c3)OCCO4)nc12	-11	1
COC(=O)C(NC(C)=O)(Nc1cc(C)ccn1)C(F)(F)F (configuration not stated)	2	-11
CC(C)C(=O)NCCc1nc2ccccc2n1CCCOc1ccc(Cl)cc1	-7	2

2 compounds picked at random from the list so far:
SMILES	TAG inh	TAG inh DAPI viability
CCCCN(CCCC)S(=O)(=O)c1ccc(C(=O)Nc2nnc(CSC)o2)cc1	-4	-16
Cc1cccc2nc(C(F)(F)F)nc(=O)n12	4	2

(continued)
SMILES	TAG inh	TAG inh DAPI viability
COc1cc(CN2CCCC(CO)(Cc3cccc(Cl)c3)C2)cc(OC)c1O (configuration not stated)	1	-7
O=C(CNC(=O)c1[nH]cnc1C(=O)N[C@@H](Cc1ccccc1)C(=O)OCc1ccccc1)OCc1ccccc1	-8	-6
COc1cccc(NC(=O)CSc2nncn2N)c1	-14	-4
CC1(C(=O)NCc2ccc(F)cc2)Oc2ccccc2NC1=O (configuration not stated)	-8	-4
Cc1ccc(-n2ncc3c2CC(C)(C)CC3NC(=O)Cc2c(C)noc2C)cc1 (configuration not stated)	-11	49
CN1CCN(C(=O)c2cc3nc(-c4ccc(Cl)cc4)cc(C(F)(F)F)n3n2)CC1	-3	6
N=c1c[n+](N2CCOCC2)[n-]o1	3	4
O=C(COC(=O)c1ccco1)Nc1ccc2c(c1)OCCO2	6	-13
NC(c1ccc(F)c(F)c1)c1nc(-c2cc(F)cc(F)c2)cs1 (configuration not stated)	8	5
COc1ccc(S(=O)(=O)Nc2ccccc2C(=O)NCc2ccco2)cc1Br	-31	19
S=C(NCc1ccncc1)NC1CCCC1	0	3
Cc1ccc(/C=N/NC(=S)NC(C)C)o1	-3	12
CCOC(=O)C1(C)CCCN(C(=O)c2cc(OC)c(OC)c(OC)c2)C1 (configuration not stated)	6	6
CCCCNC(=O)OCC(CC)NC(=O)OC(C)C (configuration not stated)	10	-14
COc1ccccc1NC(=O)Nc1ccccc1Br	16	12
Cc1cc(Cl)ccc1OCC(=O)Nc1ccccc1N1CCOCC1	0	6
c1ccc(-c2noc(CC3CCCCC3)n2)nc1	-9	11
CC(C)(C)c1ccc(-c2nnc(SCC(=O)NC3CC3)o2)cc1	42	-10
O=C(Nc1cc(F)ccc1F)c1ccc(-n2cncn2)c([N+](=O)[O-])c1	8	-11
O=C(NC1CCCCC1)c1ccccc1NC(=O)C1CC(=O)N(c2ccc(Cl)cc2)C1 (configuration not stated)	7	-5
COCCN1C(=O)N[C@@H](c2ccco2)C(C(C)=O)=C1C	-10	7
CC1(C)C(=O)OC(c2c(F)c(F)c(F)c(F)c2F)C2(CCCCC2)C1=O (configuration not stated)	0	-1
CN(Cc1cccnc1)C(=O)c1cc(S(=O)(=O)Nc2ccccc2F)ccc1Cl	4	-6
C/C(Cc1ccccc1)=N\NC(=O)CNC(=O)c1ccc2c(c1)OCCO2	-1	3
COCc1c(C(=O)NCc2ccccc2CN2CCCC2)oc2ccccc12	7	-14

Sorted by molar mass (largest number first): 16 of the compounds above
SMILES	TAG inh	TAG inh DAPI viability
O=C(NC1CCCCC1)c1ccccc1NC(=O)C1CC(=O)N(c2ccc(Cl)cc2)C1 (configuration not stated)	7	-5
CN(Cc1cccnc1)C(=O)c1cc(S(=O)(=O)Nc2ccccc2F)ccc1Cl	4	-6
COc1cc(CN2CCCC(CO)(Cc3cccc(Cl)c3)C2)cc(OC)c1O (configuration not stated)	1	-7
COCc1c(C(=O)NCc2ccccc2CN2CCCC2)oc2ccccc12	7	-14
C/C(Cc1ccccc1)=N\NC(=O)CNC(=O)c1ccc2c(c1)OCCO2	-1	3
CCOC(=O)C1(C)CCCN(C(=O)c2cc(OC)c(OC)c(OC)c2)C1 (configuration not stated)	6	6
Cc1cc(Cl)ccc1OCC(=O)Nc1ccccc1N1CCOCC1	0	6
O=C(Nc1cc(F)ccc1F)c1ccc(-n2cncn2)c([N+](=O)[O-])c1	8	-11
NC(c1ccc(F)c(F)c1)c1nc(-c2cc(F)cc(F)c2)cs1 (configuration not stated)	8	5
CC(C)(C)c1ccc(-c2nnc(SCC(=O)NC3CC3)o2)cc1	42	-10
CC1(C(=O)NCc2ccc(F)cc2)Oc2ccccc2NC1=O (configuration not stated)	-8	-4
COc1cccc(NC(=O)CSc2nncn2N)c1	-14	-4
c1ccc(-c2noc(CC3CCCCC3)n2)nc1	-9	11
S=C(NCc1ccncc1)NC1CCCC1	0	3
Cc1ccc(/C=N/NC(=S)NC(C)C)o1	-3	12
N=c1c[n+](N2CCOCC2)[n-]o1	3	4

Continuation.
SMILES	TAG inh	TAG inh DAPI viability
O=C(NCc1ccccc1)NC1(C(=O)N2CCOCC2)CCCCC1	-13	12
C=CCn1cnc2c(nnn2-c2ccc(Cl)cc2)c1=O	0	2
COc1ccc(-n2c(SCC(=O)c3ccc[nH]3)nnc2-c2ccccc2)cc1	13	-2
Cc1noc(C)c1S(=O)(=O)Nc1ccc(C(=O)NC2CCCCCC2)cc1	-4	1
O=C(CNCCO)N1CCc2ccccc21	-7	1
Cc1ccc(S(=O)(=O)N2CCCCC2)cc1C(=O)OC(C)C(=O)NCC1CCCCC1 (configuration not stated)	-25	3
COc1ccc(N2C(=O)C(Cl)=C(Nc3ccc(OC)cc3OC)C2=O)cc1	8	-7
CCCn1c(C2CCCN2c2nc(-c3ccc(OC)cc3)cs2)nc2ccccc21 (configuration not stated)	-6	-8
COc1cccc(NC(=O)N2CCCC2C(=O)NCc2ccccc2F)c1 (configuration not stated)	-4	2
O=C(N[C@@H](c1ccccc1)[C@@H]1C[C@H]1C(=O)NCc1ccccn1)OCc1ccccc1	15	-2
COc1ccc(CCNC(=O)Cn2ccc3c(OC)cccc3c2=O)cc1OC	11	5
C[C@@H]1C=C(C(=O)N2CCN(Cc3ccc4c(c3)OCO4)CC2)O[C@H](OCCCCO)C1	7	2
O=C(NCCCCc1ccccc1)c1ccccc1	-14	-10
O=C(COC(=O)c1ccccc1O)NC12CC3CC(CC(C3)C1)C2	-10	0
Cc1ccccc1C(=O)Nc1ccccc1	-19	3
CC12CN3CC(C)(CN(C1)C3c1ccccc1)C2O (configuration not stated)	0	3
CN(C)C(=O)CN1C(=O)c2cccc3cccc1c23	5	3
Cc1ccc(-n2nnnc2-c2ccccc2Br)cc1	-6	-3
COc1ccc2nc(C)cc(Nc3ccccc3O)c2c1	-1	11
C/C(CCc1ccccc1)=N\NC(=O)C(=O)Nc1cccc(Cl)c1	5	-10
COc1ccc(C(=O)NCCNc2nc3c(C)cccc3cc2C#N)cc1	2	3
O=C1CCCN1c1ccc([N+](=O)[O-])cc1	0	4
O=C1NC(=O)/C(=C/c2ccco2)N1	1	-6
COc1ccc(C(CCNCc2ccc(N(C)C)cc2)C(C)C)cc1 (configuration not stated)	37	-35
CCN1C(=O)[C@H]2[C@@H](c3ccc(-c4ccc(C(C)=O)cc4)cc3)N[C@@](C)(C(=O)OC)[C@H]2C1=O	-14	-1
Further compounds:
SMILES	TAG inh	TAG inh DAPI viability
O=S(=O)(Nc1ccccc1N1CCCC1)c1ccccc1C(F)(F)F	-10	5
CN(CC(=O)Nc1ccc(S(N)(=O)=O)cc1)c1ccccc1	-13	-7
O=C(CN1CCCC1)N1c2ccccc2C=Cc2ccccc21	5	-2
Cc1ccccc1CN1C[C@@H]2C[C@@H](c3cnc(N4CCOCC4)s3)N3CCC[C@@]23C1=O	91	-88
O=C(CN1C(=O)c2cccnc2Oc2ccc(Cl)cc21)Nc1ccc(F)cc1	-25	3
Cc1cc(OCCCCN2C(=O)NC(C)(C)C2=O)ccc1[N+](=O)[O-]	-5	-4
COc1ccc(N(C(=O)Cn2nnc3ccccc32)C(C(=O)NC(C)(C)C)c2ccc(OC)c(O)c2)cc1 (configuration not stated)	0	5
O=C(c1ccccc1F)N1CCN(c2ccc([N+](=O)[O-])c(N3CCOCC3)c2)CC1	-8	-7
Cc1cc(C)nc(-n2nc(C)cc2NC(=O)CNCc2ccccc2)n1	1	-6
Cn1c(NCCc2ccncc2)nc2cc(-c3cccc(C(F)(F)F)c3)sc2c1=O	29	-20
CCC1(C)N([O-])C(C)=C(c2ccccc2)[N+]1=O (configuration not stated)	8	-5
CC1CN(C(=S)Nc2ccc(S(N)(=O)=O)cc2)CC(C)O1 (configuration not stated)	-2	-3

Only part of the results is shown (hit frequency here may not be typical).
